Screening data (PubChem)
GPR55 antagonists: GPR55 antagonists blocking LPI-driven arrestin recruitment, primary screen, imaging, U2OS, beta-arrestin-GFP, LPI agonist (AID 2013). 290,000 tested, 0.13% active. G-protein coupled receptor 55 (Homo sapiens). one-dose inhibition, % at 10 µM; IC50 in µM for titrated hits. U2OS GPR55 beta-arrestin-GFP translocation imaging, LPI antagonism; higher % means a stronger effect;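 active = spots per cell inhibited over 60%, with over 100 cells counted and total cytoplasm intensity under 500,000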;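 also: U2OS cells stably carrying GPR55 and arrestin-GFP stimulated by 5 µM LPI near EC80; imaged beta-arrestin-GFP aggregate spots per cell after agonist stimulation; plate controls were LPI-stimulated DMSO wells for no effect and DMSO wells without LPI for full effect; some results filed as inactive read as strong as hits; confirmed hits need IC50 under 10 µM and bright autofluorescent wells are also inconclusive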
Salmonella PhoP GFP: inhibitors of PhoP regulon expression, primary screen, Salmonella Typhimurium, GFP reporter (AID 1863) | S. Typhimurium PhoP-regulated promoter GFP reporter, 4 h; higher % means a stronger effect | inhibition, % at 50 µM, or IC50 in µM where a hit was titrated | 300,000 tested, 0.16% active;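 active = inhibition over 29.93%, a cutoff 3 SD above the screen mean, later confirmed by dose response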;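 also: 0% = low Mg2+ inducing control and 100% = high Mg2+ repressing control; strong numbers were not always called active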
GPR35 antagonists: GPR35 antagonists blocking zaprinast-driven arrestin recruitment, primary screen, imaging, U2OS, beta-arrestin-GFP, zaprinast agonist (AID 2058). U2OS GPR35 beta-arrestin-GFP translocation imaging, zaprinast antagonism; higher % means a stronger effect. 290,000 tested, 0.052% active. inhibition, % at 10 µM; hits with a dose series show IC50 in µM;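 active = inhibition of at least 50% with at least 30 cells and total cytoplasm GFP at most 10,000,000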
MgcRacGAP inhibition: MgcRacGAP GTPase-activating activity inhibitors, confirmation, biochemical, ADP Hunter fluorescence. MgcRacGAP-stimulated Rac1 GTP hydrolysis, ADP Hunter fluorescence; higher % means a stronger effect; GST-tagged Rac1 F28L mutant substrate. 340,000 tested, 0.6% active. inhibition, % at 30 µM, or IC50 in µM where a hit was titrated;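 active = first-screen hits whose inhibition reached a set limit at any dose in the follow-up dose series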;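 also: fluorescence reports GDP produced by GAP-driven GTP hydrolysis; strong numbers were not always called active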
Siah-1 displacement: Siah-1 peptide-binding antagonists, primary screen, biochemical, fluorescence polarization, rhodamine-plectin, uHTS (AID 1817); Siah-1 / rhodamine-plectin peptide fluorescence polarization; higher % means a stronger effect; displacement, % at 20 µM; hits with a dose series show IC50 in µM; 290,000 tested, 0.02% active;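 active = displacement of at least 50% at 20 µM, with a fluorescence ratio check between 0.3 and a set limit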;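 also: plate controls were Siah plus tracer with DMSO for no effect and tracer alone without Siah for full effect; strong numbers were not always called active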
NTR1 ag: agonists of NTR1, primary screen, imaging, U2OS cells, beta-arrestin-GFP, high content (AID 493036). Neurotensin receptor type 1 (Homo sapiens), P30989. NTR1-U2OS beta-arrestin-GFP spot imaging, agonist mode. activation, % at 20 µM. 330,000 tested, 0.17% active;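 active = activation at or above 40% of the spot to cytoplasm intensity ratio, with at least 20 cells analyzed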;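 also: 0% = DMSO without peptide and 100% = 100 nM NTR1 peptide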
Target sequence (P30989 whole entry, looked up): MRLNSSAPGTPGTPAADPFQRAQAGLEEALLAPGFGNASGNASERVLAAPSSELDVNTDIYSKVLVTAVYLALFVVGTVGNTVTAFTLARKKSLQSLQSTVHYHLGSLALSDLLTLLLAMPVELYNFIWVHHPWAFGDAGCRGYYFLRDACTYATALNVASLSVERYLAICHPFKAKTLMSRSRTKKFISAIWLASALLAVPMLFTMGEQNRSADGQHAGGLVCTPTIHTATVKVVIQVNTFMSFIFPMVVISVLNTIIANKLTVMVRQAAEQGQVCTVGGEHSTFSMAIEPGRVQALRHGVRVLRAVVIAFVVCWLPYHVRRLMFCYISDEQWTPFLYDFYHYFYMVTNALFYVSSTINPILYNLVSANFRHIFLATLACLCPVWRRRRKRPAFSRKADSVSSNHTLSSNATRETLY
LYP inhibition: inhibitors of LYP phosphatase, biochemical, fluorescence intensity, uHTS (AID 1779); Tyrosine-protein phosphatase non-receptor type 22 (Homo sapiens); recombinant LYP phosphatase, fluorescence intensity; higher % means a stronger effect; inhibition, % at 11.5 µM, or IC50 in µM where a hit was titrated; 290,000 tested, 0.054% active; in the data active = inhibition above about 50%;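 also: plate controls were vehicle with enzyme for no effect and no enzyme for full effect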
Myeloid diff MLP: induction of myeloid progenitor differentiation, primary screen, cell-based, flow cytometry, MLPCN library; ER-HoxA9 myeloid progenitors, lysozyme-GFP differentiation; 360,000 tested, 1% active; calls only at 10 µM; AID 624256, 2012;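 active = normalized GFP-positive differentiation at or above the plate's own cutoff, the solvent-only control mean plus 3 SD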;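 also: cells exposed to compound for four days before flow analysis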
HIV fusion peptide: inhibitors of HIV fusion peptide binding, primary screen, biochemical, uHTS, fluorescence dequenching (AID 1986); cell-free peptide binding, fluorescence dequenching, 30 min; higher % means a stronger effect; inhibition, % at 20 µM; hits with a dose series show IC50 in µM; 290,000 tested, 0.3% active; in the data active = inhibition mostly above about 52%, no sharp cut-off; inactive = mostly below about 76%; also: some results filed as inactive read as strong as hits
NTR1 ag cell count 20 µM: second read-out of NTR1 ag, no call of its own (marks repeat the call); cell count; measured here: cell count, cytotoxicity flag
Myeloid diff MLP GFP+ MAC1+ %: recorded beside Myeloid diff MLP, whose call it bears; GFP+ MAC1+ double positive, %; measured here: differentiation confirmed by MAC1 staining
* = called active by the depositor; i = inactive; x = not tested or not shown. The order is random, and some 2.4% of all compounds hit somewhere here.

SMILES	GPR55 antagonists	Salmonella PhoP GFP	GPR35 antagonists	MgcRacGAP inhibition	Siah-1 displacement	NTR1 ag	NTR1 ag cell count 20 µM	LYP inhibition	Myeloid diff MLP	Myeloid diff MLP GFP+ MAC1+ %	HIV fusion peptide
O=C(NNc1nc2ccccc2o1)c1ccccc1	2.1%	1.6%	6.9%	x	-8.2%	-0.1	26	-6.3%	i	0.2	-3.8%
Cc1cc2c(c(=O)n1Cc1cccnc1)C(c1cccs1)C(C#N)=C(N)O2 (configuration not stated)	-2.1%	-5.9%	8.8%	7.5%	-2.5%	-1.3	61	-6.7%	i	1.1	-0.9%
O=C(Nc1ccc([N+](=O)[O-])cn1)C1CC1	-0.5%	4.6%	-2.8%	-7.1%	-6.2%	-0.6	53	-2.8%	i	0.0	-0.2%
Cc1ccccc1C(=O)Nn1cnc2ccccc2c1=O	4.3%	-2.8%	2.0%	2.3%	-3.4%	-1.2	84	-2.9%	i	0.1	-0.3%
Cc1cc(C)nc(SCc2n[nH]c(=S)n2C)n1	-1.4%	8.6%	6.6%	7.1%	-2.2%	-1.2	49	-1.8%	i	1.9	1.5%
CN(C)CCCC(C)(O)C(Cc1ccccc1)c1ccccc1 (configuration not stated)	-5.1%	-3.8%	-11.7%	4.3%	0.9%	3.1	77	-1.3%	i	0.5	0.7%
Cc1n[nH]c(C)c1CCC(=O)N/N=C/c1c[nH]c2ccccc12	-9.8%	x	16.9%	14.9%	-0.4%	1.5	47	-1.3%	i	0.5	-1.5%
Cc1ccc(CNC(=O)C(C(=O)NCc2ccc(C)o2)c2ncc(C(F)(F)F)cc2Cl)o1	7.8%	-4.1%	10.6%	-0.7%	-2.2%	2.3	50	-3.3%	i	0.7	0.5%
CCOc1ccc(S(=O)(=O)Nc2cc(S(=O)(=O)N(CC)CC)ccc2N2CCCC2)cc1	-0.4%	6.8%	-4.1%	-0.8%	-3.2%	0.4	54	12.0%	i	0.0	-0.7%
COc1nc(N)c(S(=O)(=O)c2ccc(C)cc2)cc1C#N	3.8%	0.1%	-3.7%	3.2%	-2.5%	-0.2	98	-7.5%	i	9.7	2.0%
CCCn1c(-c2cccs2)nc2nc3ccccc3nc21	17.9%	-2.4%	10.6%	6.9%	3.0%	3.9	78	-23.7%	i	2.1	0.7%
Cc1ccc(NC2=Nc3ccccc3N3C2=Nc2c(c(C)nn2-c2ccccc2)C3c2ccc(O)c(O)c2)cc1 (configuration not stated)	5.0%	4.7%	4.4%	12.7%	5.5%	x	x	-5.7%	i	1.2	19.6%
Cc1c(NC(=O)CSC2=C(C#N)C(c3ccccc3F)CC(=O)N2)c(=O)n(-c2ccccc2)n1C (configuration not stated)	-9.3%	0.0%	3.9%	11.5%	2.5%	0.1	56	-5.6%	i	0.0	-0.1%
CSc1nnc(C)c(=O)n1COC(=O)c1ccccc1	10.4%	-1.8%	8.3%	-0.5%	12.8%	2.1	73	-7.2%	i	0.3	2.7%
Cc1ccc(CS/C(Nc2ccccc2C)=C(\C#N)C(=O)NCc2ccco2)c(C)c1	-15.6%	-7.5%	4.6%	-0.7%	-2.7%	6.3	72	-2.5%	i	1.3	-1.1%
COc1cc(/C(C)=N\NC(=O)CSc2nc3ccccc3n2C)ccc1O	-2.0%	-0.2%	5.8%	41.6µM*	5.6%	1.4	60	-5.1%	i	0.6	-1.5%
Cc1ccc2c(c1)nnn2C1CCN(CC(=O)c2ccc(Cl)cc2)CC1	0.7%	9.3%	1.1%	6.3%	2.5%	-1.3	72	2.5%	i	0.6	0.3%
O=C(C[n+]1ccc(-c2ccccc2)cc1)Nc1ccc([N+](=O)[O-])cc1	6.7%	-0.4%	1.7%	8.7%	0.1%	-0.7	47	-6.1%	i	0.4	-1.1%
O=C(CCCN1C(=O)c2ccccc2C1=O)Nc1nncs1	7.7%	3.1%	11.9%	10.2%	-0.4%	-1.2	43	-8.6%	i	0.5	-1.6%

No new results follow: entries from further up.
SMILES	GPR55 antagonists	Salmonella PhoP GFP	GPR35 antagonists	MgcRacGAP inhibition	Siah-1 displacement	NTR1 ag	NTR1 ag cell count 20 µM	LYP inhibition	Myeloid diff MLP	Myeloid diff MLP GFP+ MAC1+ %	HIV fusion peptide
Cc1ccc(NC2=Nc3ccccc3N3C2=Nc2c(c(C)nn2-c2ccccc2)C3c2ccc(O)c(O)c2)cc1 (configuration not stated)	5.0%	4.7%	4.4%	12.7%	5.5%	x	x	-5.7%	i	1.2	19.6%
Cc1c(NC(=O)CSC2=C(C#N)C(c3ccccc3F)CC(=O)N2)c(=O)n(-c2ccccc2)n1C (configuration not stated)	-9.3%	0.0%	3.9%	11.5%	2.5%	0.1	56	-5.6%	i	0.0	-0.1%
CSc1nnc(C)c(=O)n1COC(=O)c1ccccc1	10.4%	-1.8%	8.3%	-0.5%	12.8%	2.1	73	-7.2%	i	0.3	2.7%
Cc1ccc(CS/C(Nc2ccccc2C)=C(\C#N)C(=O)NCc2ccco2)c(C)c1	-15.6%	-7.5%	4.6%	-0.7%	-2.7%	6.3	72	-2.5%	i	1.3	-1.1%
COc1cc(/C(C)=N\NC(=O)CSc2nc3ccccc3n2C)ccc1O	-2.0%	-0.2%	5.8%	41.6µM*	5.6%	1.4	60	-5.1%	i	0.6	-1.5%
Cc1ccc2c(c1)nnn2C1CCN(CC(=O)c2ccc(Cl)cc2)CC1	0.7%	9.3%	1.1%	6.3%	2.5%	-1.3	72	2.5%	i	0.6	0.3%
O=C(C[n+]1ccc(-c2ccccc2)cc1)Nc1ccc([N+](=O)[O-])cc1	6.7%	-0.4%	1.7%	8.7%	0.1%	-0.7	47	-6.1%	i	0.4	-1.1%
O=C(CCCN1C(=O)c2ccccc2C1=O)Nc1nncs1	7.7%	3.1%	11.9%	10.2%	-0.4%	-1.2	43	-8.6%	i	0.5	-1.6%

Single entries from the entries so far:
`CCOc1ccc(S(=O)(=O)Nc2cc(S(=O)(=O)N(CC)CC)ccc2N2CCCC2)cc1` | GPR35 antagonists: -4.1%
`O=C(CCCN1C(=O)c2ccccc2C1=O)Nc1nncs1` | Salmonella PhoP GFP: 3.1%
